# From PubChem BioAssay
# PAD4 inh – inhibitors of human PAD4; Q9UM07; recombinant PAD4, RCA probe fluorescence polarization; inhibition, % at 6.36 µM; hit rate 0.41% among 330,000; AID 485272;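 active means percent inhibition above a cutoff equal to the mean of all tested compounds plus 3 SD, cut at about 15% in these data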;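 further: 0% = PAD4 with RCA probe and DMSO and 100% = probe without PAD4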
# EBNA-1 inhibitor – blocks EBNA-1 binding to DNA; EBNA-1 DNA binding, fluorescence polarization; inhibition, % at 14.8 µM; hit rate 0.34% among 300,000; in the data active means inhibition above about 28%
# LYPLA2 inh – blocks human lysophospholipase 2, a PME1 counter-screen; O95372; recombinant LYPLA2, FP-Rh probe fluorescence polarization; inhibition, % at 5.9 µM; hit rate 0.38% among 320,000;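 active means inhibition above the screen-wide mean plus 3 SD, limit set per campaign, cut at about 26% in these data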;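 further: 0% = LYPLA2 with DMSO and 100% = wells lacking LYPLA2 enzyme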
# Target sequence (O95372 whole entry, looked up): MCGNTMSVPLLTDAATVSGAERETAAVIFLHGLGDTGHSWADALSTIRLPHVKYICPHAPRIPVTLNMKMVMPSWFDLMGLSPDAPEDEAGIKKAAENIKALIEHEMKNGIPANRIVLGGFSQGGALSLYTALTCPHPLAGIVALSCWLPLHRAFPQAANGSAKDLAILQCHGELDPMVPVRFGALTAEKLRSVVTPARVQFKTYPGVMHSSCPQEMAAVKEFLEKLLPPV
# PREPL inh – inhibits the human prolyl oligopeptidase-like enzyme | hit rate 0.68% among 320,000 | AID 2751 | Q4J6C6 | recombinant PREPL, fluorescence polarization activity-based probe | inhibition, % at 5.96 µM; in the data active means inhibition above about 43%;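 further: 0% = enzyme with DMSO and 100% = wells lacking enzyme; many of its hits are not listed in these tables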
# Target sequence (Q4J6C6 whole entry, looked up): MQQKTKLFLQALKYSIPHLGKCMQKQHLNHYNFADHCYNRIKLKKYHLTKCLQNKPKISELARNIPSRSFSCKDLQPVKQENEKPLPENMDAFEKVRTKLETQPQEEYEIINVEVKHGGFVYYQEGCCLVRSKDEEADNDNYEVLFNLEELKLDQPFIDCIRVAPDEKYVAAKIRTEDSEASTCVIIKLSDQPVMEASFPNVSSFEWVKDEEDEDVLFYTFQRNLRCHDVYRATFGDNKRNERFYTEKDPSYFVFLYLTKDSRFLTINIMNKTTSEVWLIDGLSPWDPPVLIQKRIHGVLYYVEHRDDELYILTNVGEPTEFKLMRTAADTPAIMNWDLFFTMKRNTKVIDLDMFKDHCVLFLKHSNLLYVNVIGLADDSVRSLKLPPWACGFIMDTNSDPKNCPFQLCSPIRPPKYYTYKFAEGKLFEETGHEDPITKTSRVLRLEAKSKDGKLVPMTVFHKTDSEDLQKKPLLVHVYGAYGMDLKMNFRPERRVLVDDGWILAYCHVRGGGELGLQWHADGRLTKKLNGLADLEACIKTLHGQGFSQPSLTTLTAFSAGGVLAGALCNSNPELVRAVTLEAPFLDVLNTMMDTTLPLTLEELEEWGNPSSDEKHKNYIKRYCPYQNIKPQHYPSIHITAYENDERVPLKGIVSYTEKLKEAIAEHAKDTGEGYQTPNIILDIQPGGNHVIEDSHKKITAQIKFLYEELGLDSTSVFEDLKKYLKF
# ZTA counter – ZTA (EBV) inhibition in EBNA-1 counter-screen | ZTA-DNA binding, fluorescence polarization | inhibition, % at 11 µM | hit rate 0.15% among 320,000 | P03206; in the data active means inhibition above about 33%
# LYPLA1 counter – blocks human lysophospholipase 1, a PME1 counter-screen; recombinant LYPLA1, FP-Rh probe fluorescence polarization; AID 2174; hit rate 0.16% among 320,000; O75608; inhibition, % at 5.9 µM;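 active means inhibition above the mean of all tested compounds plus 3 SD, set per campaign, cut at about 14% in these data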;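 further: inhibitors block serine hydrolase probe labeling of LYPLA1 so polarization falls; 0% = enzyme with DMSO and 100% = wells lacking LYPLA1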
# GSTO1 inh – blocks human GSTO1 in RBBP9 counter-screen. recombinant GSTO1, activity-based probe fluorescence polarization. inhibition, % at 5.96 µM. hit rate 1.1% among 300,000;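 active means inhibition above the campaign mean inhibition plus 3 SD, cut at about 35% in these data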;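 further: 0% = GSTO1-1 with DMSO and 100% = wells lacking GSTO1-1 enzyme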
# PAFAH1B3 inh – inhibitors of human PAFAH1B3; inhibition, % at 3.39 µM; hit rate 0.28% among 340,000; recombinant PAFAH1B3, FP-rhodamine probe, fluorescence polarization; AID 492972;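 active means inhibition above the screen-wide average of all tested compounds plus 3 SD, cut at about 25% in these data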;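 further: 0% = enzyme with DMSO only and 100% = wells lacking PAFAH1B3 protein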
# PAFAH2 FP inh – PAFAH2 (human) inhibition; recombinant PAFAH2, FP-rhodamine activity probe, fluorescence polarization; inhibition, % at 3.39 µM; hit rate 0.99% among 340,000;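 active means inhibition above the mean over all tested compounds plus 3 SD, cut at about 30% in these data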;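 further: inhibitors block probe labeling of enzyme so polarization drops; 0% = enzyme with DMSO and 100% = wells lacking PAFAH2 protein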
# * marks the source's active call; other numbers are inactive results; x = not tested or not shown. Not all compounds are listed; count on the stated rates, not on these rows.
SMILES,PAD4 inh,EBNA-1 inhibitor,LYPLA2 inh,PREPL inh,ZTA counter,LYPLA1 counter,GSTO1 inh,PAFAH1B3 inh,PAFAH2 FP inh
CCOc1ccc(C(C)NC(=O)c2cccnc2OCC)cc1OCC (stereo not drawn),2,-10,-8,7,1,-6,0,-4,-4
COc1cc(/C=C/c2ccc3cccc(O)c3n2)cc(Br)c1OC,2,-7,-16,23,3,-10,4,8,-5
COC(=O)CC1SC(=O)NC1=Nc1ccccc1 (stereo not drawn),-5,5,2,6,16,-6,1,-2,-6
Cc1ccccc1-n1nc2c(c1NC(=O)C(C)(C)C)CS(=O)(=O)C2,3,5,2,11,-2,2,4,6,1
N=C1CCCN1CC(=O)c1ccc(Cl)cc1,2,-7,-4,14,2,0,1,-4,7
CC(C)(C)c1ccc(OCC(=O)NCc2ccco2)cc1,-1,-8,-1,7,-6,-6,4,8,5
O=Cc1ccc(OCc2nnsc2Cl)cc1,-2,10,3,-4,1,1,0,5,-4
C/C(=N\NC(=O)C1(C)CC1(Br)Br)c1ccc(C)cc1C (stereo not drawn),-6,4,10,0,-1,6,3,7,8
COc1ccc(N2CCN(CCCNC(=O)C(=O)c3c(C)n(C)c4ccccc34)CC2)cc1,-1,9,5,21,-3,2,10,0,3
COc1ccc(CN2CCN(CC(O)Cn3c4ccccc4c4ccccc43)CC2)cc1 (stereo not drawn),5,-5,-3,20,-12,-3,4,14,-10
COc1ccc(NS(=O)(=O)c2ccc(Cl)s2)cn1,5,0,0,3,4,0,-7,9,9
CN(C)Cc1c(O)ccc2c(-c3ccccc3)cc(=O)oc12,-4,-3,2,13,5,3,-8,6,1
CCCCOc1ccccc1NC(=O)c1ccco1,-2,4,3,2,-15,2,-1,-1,2
N#CC1(Cc2ccc(Cl)cc2)c2ccccc2C=CN1C(=O)c1ccccc1 (stereo not drawn),-2,-19,-4,-8,-7,-2,5,9,-7
CC(=O)Nc1ccc(NC(=O)CSc2nc3ccccc3c(=O)n2CCCN2CCOCC2)cc1,5,x,x,-2,x,x,x,4,2
CC1(C)Cc2c(cnn2-c2ccc(F)cc2)C(NC(=O)CCn2cncn2)C1 (stereo not drawn),2,6,-4,-4,-7,3,0,10,-5
COCCN1Cc2cccc(C(=O)N3CCN(c4ccccc4)CC3)c2C1=O,-3,-2,1,1,22,-1,5,-8,-2
CC(=O)c1cccc(NC(=O)COC(=O)COc2ccccc2C)c1,2,-8,4,3,-26,0,8,-2,-3
Cc1ccc(OCCNC(=O)Cc2ccc(S(=O)(=O)N3CCOCC3)s2)cc1,-3,-6,-2,20,-4,-2,4,4,-9
CC(=O)Nc1ccc(N2C(=O)c3cccc4c(O)ccc(c34)C2=O)cc1,39*,-18,20,19,-5,17*,25,18,22
O=C(NC(=S)NCC1CCCO1)c1ccccc1[N+](=O)[O-] (stereo not drawn),-1,-11,-3,-1,-7,-1,9,x,x
Cc1ccc(C(=O)OCC(=O)Nc2ccc3[nH]c(=O)[nH]c3c2)o1,7,3,-9,16,-8,-3,-4,-2,1
O=C(c1ccc(C(F)(F)F)cc1)C1CCCN(C(=O)CCc2ccncc2)C1 (stereo not drawn),-4,-10,6,9,5,-5,1,4,2
COC(=O)c1cc(=O)n(-c2ccc(F)cc2)c(=Nc2ccc(F)cc2)s1,0,-6,0,-4,0,-2,6,4,-3
CC(c1ccccc1)n1cc(C(=O)NCC2COc3ccccc3O2)nn1 (stereo not drawn),-5,7,-1,-22,8,-1,8,-3,0
Cc1c(Cc2ccccc2)sc(/N=C/c2c(O)ccc3ccccc23)c1C(N)=O,-10,1,-10,41,0,-17,8,-10,-37
COc1ccc(Cn2c(=O)sc3ccccc32)cc1,1,-5,4,4,-2,-3,10,0,-4
COc1ccc(S(=O)(=O)Nc2ccc(Cc3ccncc3)cc2)cc1OC,3,13,1,7,-13,20*,25,0,1
O=Cc1cn(-c2ccccc2)nc1-c1cccnc1,-1,7,5,0,0,2,0,4,-3
CCCSc1nc(C)cc(C)c1C(N)=O,0,-4,6,-2,9,-2,-1,5,-5
COc1cccc(CN(C)C(=O)c2ccc(OCC(=O)N3CCOCC3)c(OC)c2)c1,3,x,1,11,3,1,x,7,-4
Clc1cccc(NCc2nnc(SCc3ccccc3)o2)c1,-5,6,-1,-11,11,-2,1,8,7
COC(=O)c1c(N)sc(Cc2ccccc2)c1C,-2,4,10,12,-2,5,11,14,1
CCOC(=O)Cn1c2ccc(F)cc2c2nc(C)sc21,3,-3,-2,-5,-6,-2,1,6,5
O=C(NNC(=O)c1cc(-c2ccccc2)nn1-c1ccccc1)c1ccccc1,2,-3,0,-2,-1,1,-9,-1,-10
COc1ccc(-c2ccc(CCC(=O)O)n2NC(=O)c2ccc(C(C)(C)C)cc2)cc1,-1,-9,-3,11,15,-1,2,3,4
N#Cc1c(-c2ccccc2)c(-c2ccccc2)n(Cc2ccco2)c1NC(=O)c1cccs1,0,5,-41,-11,10,-25,-11,-22,-32
[S-]C(=Nc1ccc(Cl)cc1)N[n+]1ccccc1,4,-3,5,-4,-11,0,1,11,-1
O=C(CN1C(=O)CCOc2ccccc21)Nc1cccc(S(=O)(=O)N2CCOCC2)c1,-2,x,-3,0,0,-2,x,2,1
COC(=O)c1ccc2c(=O)n(Cc3ccc(C(=O)NC(C)C)cc3)c(=S)[nH]c2c1,-1,11,1,3,17,0,1,12,-5
COc1cc([N+](=O)[O-])cc2sc(NC(=O)C3CC3)nc12,-1,-8,-3,-1,-4,0,10,-5,2
COc1ccccc1N1CCN(c2ncnc3nc[nH]c23)CC1,0,5,4,18,-16,2,2,-3,5
COc1ccc(NC(=O)CN2CC(c3ccccc3)CC2=O)cc1OC (stereo not drawn),-2,5,-5,-6,13,-2,5,6,3
COc1cc(/C=C/c2cccc[n+]2C)ccc1OCC(=O)Nc1ccccc1C,-2,-4,-1,18,1,0,-3,6,-1
O=C(Cc1cccs1)Nc1nnc(SCc2cccc3ccccc23)s1,-6,3,2,-17,-12,-3,2,9,-1

# Quoted at random: 4 compounds from above.
SMILES,PAD4 inh,EBNA-1 inhibitor,LYPLA2 inh,PREPL inh,ZTA counter,LYPLA1 counter,GSTO1 inh,PAFAH1B3 inh,PAFAH2 FP inh
COc1cc([N+](=O)[O-])cc2sc(NC(=O)C3CC3)nc12,-1,-8,-3,-1,-4,0,10,-5,2
COc1ccc(NC(=O)CN2CC(c3ccccc3)CC2=O)cc1OC (stereo not drawn),-2,5,-5,-6,13,-2,5,6,3
[S-]C(=Nc1ccc(Cl)cc1)N[n+]1ccccc1,4,-3,5,-4,-11,0,1,11,-1
COC(=O)c1c(N)sc(Cc2ccccc2)c1C,-2,4,10,12,-2,5,11,14,1

# Continuation:
SMILES,PAD4 inh,EBNA-1 inhibitor,LYPLA2 inh,PREPL inh,ZTA counter,LYPLA1 counter,GSTO1 inh,PAFAH1B3 inh,PAFAH2 FP inh
COC(=O)c1cc(=O)n(Cc2cccs2)c(=NCc2cccs2)s1,-1,7,-2,0,12,-2,0,-10,-8
FC(F)(F)c1ccc(-c2nnc(-c3ccccn3)c(-c3ccccn3)n2)nc1,-2,1,1,-8,-13,1,4,9,-11
Cc1ccc(NC(=O)C2CCN(C(=O)c3cccs3)CC2)c(C)c1,1,-20,-1,8,-2,-7,0,11,-15
CC[C@@H]1C=C(C(=O)O)[C@H](c2ccc(OC)c(OC)c2)N1S(=O)(=O)c1ccc(C)cc1,-3,x,x,4,x,x,x,3,2
c1ccc(-c2ccc(C3=Nn4c(nnc4-c4cc(-c5ccccc5)n[nH]4)SC3)cc2)cc1,0,33*,-38,-40,12,-22,-5,-12,-19
O=c1c(C=Nc2ccc(Cl)cc2)c[nH]n1-c1cccc(Cl)n1,-2,2,2,11,6,0,2,6,-4
CC(C)C(=O)NC(=S)Nc1sc2c(c1C(N)=O)CCCC2,0,3,8,6,-3,-1,5,14,9
CCC(c1nnnn1C(C)(C)C)N(Cc1ccco1)Cc1cc2cccc(C)c2[nH]c1=O (stereo not drawn),-5,11,-1,10,3,-1,-10,4,1
O=C(Nc1ccc(F)cc1)N(Cc1ccco1)Cc1cc2cc3c(cc2[nH]c1=O)OCO3,-5,28*,-4,-1,0,0,8,5,3
Cc1cc(C)n(-c2ccc(OCC(=O)O)nn2)n1,0,-1,1,3,-10,2,0,10,7
COP(=O)(c1ccc(N(C)C)cc1)C(O)c1ccccc1 (stereo not drawn),-3,9,-3,3,-3,0,2,8,0
O=C(NCCc1c[nH]c2ccccc12)c1ccc(Br)o1,-7,x,x,7,x,x,x,2,-4
O=C(CN(C(=O)CCC(=O)Nc1ccccn1)c1ccc(F)cc1)NCc1ccco1,5,8,8,0,3,8,1,-11,-10
CCCSc1ccc(C(=O)Nc2ccc(Cl)cc2)cn1,-5,5,2,-1,5,4,-2,4,-5
CN(CC(=O)Nc1ccc(S(=O)(=O)N2CCCC2)cc1)Cc1cccc(Cl)c1Cl,-9,-1,6,7,9,-6,2,-2,1
COC(=O)Nc1sc2c(c1C(=O)NCc1ccco1)CCC2,-2,2,0,10,6,-1,-3,-4,-2
Cc1c(OCC(=O)N2CCC[C@@H]2C(=O)O)ccc2c3c(c(=O)oc12)CCC3,-1,-11,6,-2,1,1,2,3,8
O=C(Cn1cncc1-c1ccc([N+](=O)[O-])cc1)Nc1ccccc1F,-7,1,12,24,2,5,-4,1,-2
COCCCNc1nc2nonc2nc1N1CCN2CCCC2C1 (stereo not drawn),1,-3,3,1,-4,2,8,2,-6
Cc1ccc(CN2C(=O)CCC2C(=O)NC(C)C)cc1 (stereo not drawn),2,-1,-3,16,2,-1,5,8,6
N#Cc1cc(-c2ccc(Cl)cc2)cnc1Sc1ccc(F)cc1,4,9,-4,-3,12,-1,9,5,-5
CN1CCN(Cc2nc3ccccc3c(=O)n2CC#N)CC1,4,5,0,0,8,3,-3,-4,1
CCCCOC(=O)Oc1ccc2c(=O)c(Oc3cc(C)cc(C)c3)coc2c1,-2,-4,2,14,-10,3,5,-14,7
CC(=O)Nc1ccc(S(=O)(=O)NCc2csc(-c3cccnc3)n2)cc1,-1,-2,4,2,-11,1,2,-1,3
Cc1ccc(/C=N/N2CCN(c3ccc(Cl)cc3)CC2)o1,-7,-2,6,36,-2,1,3,4,-2
O=C(NCCCN1CCOCC1)c1onc(CSc2ccc(F)c(F)c2)c1C(=O)NCCCN1CCOCC1,0,5,-3,7,13,0,3,3,-1
CNC(=S)N1CCN(c2ccccn2)CC1,-3,6,4,3,4,5,3,6,-1
CC(C)(C)NC(=O)c1cc(C(C)(C)C)c(O)c(C(C)(C)C)c1,-2,-1,1,6,9,2,2,10,-2
O=C(Nc1nc2ccc(Oc3ccccc3)cc2s1)c1cc([N+](=O)[O-])ccc1N1CCOCC1,0,4,1,17,4,-5,3,0,-3
CCCCNc1c(C(=O)OCC)c(C)nc2c1cnn2CC,-8,-10,1,4,6,3,-7,9,7
O=C(O)C1CSC(CCc2ccccc2)N1 (stereo not drawn),-16,-10,-11,-7,1,-4,5,3,9
COc1ccc(-c2noc(CCC(=O)NCCCN3CCN(c4ccccc4F)CC3)n2)cc1,-1,6,-4,-19,8,-2,-5,-1,0
O=C(NC(=S)Nc1ccc(N2CCOCC2)cc1)c1ccc(Cl)cc1,5,2,6,9,9,-1,3,6,6
C=CCN(Cc1cccs1)C(=O)CN1CCN(S(=O)(=O)c2ccc3c(c2)OCCCO3)CC1,1,x,0,9,11,0,x,9,0
CC(C)CCNc1c(-c2cccs2)nc2ccccn12,3,1,5,2,-17,4,6,3,0
COc1cccc(Cn2c(Oc3cccc(C)c3)nc3c2c(=O)n(C)c(=O)n3C)c1,0,-2,1,-26,-8,-4,-2,-4,-1
